KB-V1 cytotox = KB-V1 MDR subline cytotoxicity. 400,000 compounds, 3.4% hits. AID 1347076. Potency, µM (doses to about 46.1 µM), without a hit: at the top dose activity change, negative = cytotoxicity, usual class: cytotoxic. KB-V1 MDR cells viability, CellTiter-Glo, 72 h; also: potency is read from the fitted curve at half-maximal effect; % is scaled to controls: 0 for no effect and ±100 for the full control effect; nearly all actives have a fitted effect of over 60% in size
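KB-V1 cells (P-gp-expressing MDR subline of KB-3-1) in phenol-red-free DMEM with 10% FBS were exposed to library compounds over a concentration series for 72 h at 37 degrees C. Viability read by CellTiter-Glo luminescence; concentration-effect curves fitted after normalization.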
DRD3 antagonist = blocks the human D3 dopamine receptor; AID 652054; max response, negative = inhibition, %; D3R cells, DiscoveRx beta-arrestin luminescence, antagonist mode; hits give low values; P35462; 360,000 compounds, 2.5% hits; in the data active = max response below about -50%; inconclusive = no clear call, values can overlap the other calls; also: % is scaled to controls: 0 for no effect and ±100 for the full control effect; mostly tested at two doses, the higher about 12 µM
Target sequence (P35462 whole entry, looked up): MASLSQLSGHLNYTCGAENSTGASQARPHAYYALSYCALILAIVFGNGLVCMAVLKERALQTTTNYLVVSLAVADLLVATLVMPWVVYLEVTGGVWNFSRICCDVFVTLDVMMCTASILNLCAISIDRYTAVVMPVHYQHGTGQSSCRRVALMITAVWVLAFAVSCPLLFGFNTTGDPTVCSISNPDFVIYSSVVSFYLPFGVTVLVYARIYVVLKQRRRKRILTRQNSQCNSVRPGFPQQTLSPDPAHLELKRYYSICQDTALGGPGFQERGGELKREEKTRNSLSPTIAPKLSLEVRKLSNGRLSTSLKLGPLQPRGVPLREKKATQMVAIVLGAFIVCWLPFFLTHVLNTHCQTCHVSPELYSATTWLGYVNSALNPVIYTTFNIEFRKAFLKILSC
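Cells plated overnight at 1500 cells/well, then exposed to library compounds with dopamine controls for 90 minutes at 37 degrees C. DiscoveRx reagent added for 30–60 minutes at room temperature; luminescence read, quantitative HTS format.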
D3 ag = agonists of human D3 dopamine receptor; 410,000 compounds, 0.58% hits; D3R DiscoveRx beta-arrestin cells, luminescence, 90 min; max activation, %; P35462; in the data active = max activation above about 30%; also: 0% is about no effect; mostly tested at two doses, the higher about 12 µM
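Agonist mode: compounds and dopamine controls were applied to plated cells for 90 min at 37 degrees C after an overnight attachment at 1500 cells/well. Luminescent read-out followed 30 - 60 minutes at room temperature with DiscoveRx detection reagent.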
HT1080-NT tox = kills 2HG-producing HT-1080-NT fibrosarcoma cells; HT-1080-NT fibrosarcoma viability, CellTiter-Glo ATP luminescence, 48 h; Potency, µM (series often up to 46.1 µM), inactives show at the top dose activity, negative = less viability, hits mostly cytotoxic; 360,000 compounds, 1.6% hits; AID 686970;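 also: NT is the 2HG producing partner of a matched IDH1 knockdown line; potency is read from the fitted curve at half-maximal effect; 0% = DMSO-treated cells and -100% = media-only wells without cells; nearly all actives have a fitted effect of over 55% in size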
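Read-out is CellTiter-Glo luminescence after 10 minutes at room temperature, following 48 hours' compound treatment of HT-1080-NT cells (750 cells/well, RPMI, 5% FBS, 37 degrees C).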
IL1B secr inh = inflammasome signaling inhibition, IL-1 beta readout | activity change, % at 57.5 µM | THP-1 LPS/ATP IL-1B secretion, AlphaLISA, 16 h; hits give low values | 360,000 compounds, 4.7% hits; in the data active = activity change below about -50%; inconclusive = mostly about -30% to -49%; also: % is scaled to controls: 0 for no effect and ±100 for the full control effect
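THP-1 cells pretreated 1 hr with compounds (up to 57.5 uM final), then stimulated with LPS (250 ng/mL final) plus ATP (1.25 mM final); secreted IL-1B measured by AlphaLISA after 16 hr, decreased signal indicating inhibition.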
HT1080 IDH1KD tx = HT-1080 IDH1 knockdown cell toxicity (counter line); Potency, µM (top dose mostly 46.1 µM), for the others: top-dose activity, negative = toxicity, usual class: cytotoxic; 360,000 compounds, 2% hits; HT-1080 IDH1 knockdown viability, ATP luminescence, 48 h; AID 686971;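 also: potency is read from the fitted curve at half-maximal effect; 0% = DMSO wells and -100% = cell-free medium wells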
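In this qHTS, HT-1080 cells depleted of IDH1 are exposed for 48 h at 37 °C to compound titrations. Toxicity is scored from CellTiter-Glo luminescence, with DMSO as full viability and medium alone as none.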
KB-3-1 cytotox = KB-3-1 parental cell cytotoxicity; 400,000 compounds, 1.4% hits; KB-3-1 viability, CellTiter-Glo ATP luminescence, 72 h; Potency, µM (titrated, usually from 46.1 µM), inactives show top-dose activity change, negative = cytotoxic, hits mostly cytotoxic; AID 1347075; also: potency is read from the fitted curve at half-maximal effect; % is scaled to controls: 0 for no effect and ±100 for the full control effect; nearly all actives have a fitted effect of over 60% in size
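72 h, 37 °C compound treatment of KB-3-1 parental cells; CellTiter-Glo added, 10 min, luminescence read. Data corrected against DMSO-only plates and normalized before curve fitting.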
GLP1R ag = agonists of human GLP-1 receptor. Potency, µM (titrated, usually from 45.6 µM), for inactives: at the top dose activation, most hits filed as activators. HEK293 GLP-1R CRE-luciferase, luminescence, 4-6 h; cells express a hypersensitive GLP-1R form. 380,000 compounds, 0.007% hits; also: potency is read from the fitted curve at half-maximal effect; % of control where 0% means no effect
Target sequence (P43220 whole entry, looked up): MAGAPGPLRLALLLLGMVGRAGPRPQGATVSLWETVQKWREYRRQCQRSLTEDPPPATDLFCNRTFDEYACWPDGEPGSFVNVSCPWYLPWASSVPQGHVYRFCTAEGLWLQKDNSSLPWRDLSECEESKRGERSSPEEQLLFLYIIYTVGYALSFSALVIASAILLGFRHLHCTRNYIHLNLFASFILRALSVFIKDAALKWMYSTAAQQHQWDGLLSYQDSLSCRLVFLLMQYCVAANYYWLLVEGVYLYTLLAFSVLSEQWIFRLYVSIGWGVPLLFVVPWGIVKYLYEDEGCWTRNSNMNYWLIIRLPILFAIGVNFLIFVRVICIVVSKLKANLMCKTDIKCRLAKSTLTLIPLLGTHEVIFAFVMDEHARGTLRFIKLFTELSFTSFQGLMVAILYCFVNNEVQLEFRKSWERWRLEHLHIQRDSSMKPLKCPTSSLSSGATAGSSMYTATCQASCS
SW480 rerep = inducers of DNA re-replication in SW480 colon cancer cells. Potency, µM (titrated, usually from 46.1 µM), for inactives: top-dose re-replication activation, most hits filed as activators. 340,000 compounds, 1.8% hits. SW480 DNA re-replication, Hoechst DNA content imaging, 48 h; also: potency is read from the fitted curve at half-maximal effect; % of control where 0% means no effect; nearly all actives have a fitted effect of over 55% in size
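Cells (250 per well) received 23 nL compound or DMSO by pin tool and were kept 48 hr at 37 C, 5% CO2. Nuclei were then stained with Hoechst for 40 min and scanned for DNA content.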
The depositor's hits bear a star; ? = inconclusive; / = not tested or not shown; [ ] = remark or other dose. Unless noted, calls follow the shape of the dose curve; as a rule, active = well fitted curve in the direction sought with a large enough effect; inconclusive = small, poorly fitted or top-dose-only effect, or another doubt; inactive = no such curve, though single readings can be large; an effect the other way counts as inactive or inconclusive.

SMILES,D3 ag,SW480 rerep,GLP1R ag,HT1080 IDH1KD tx,HT1080-NT tox,DRD3 antagonist,IL1B secr inh,KB-V1 cytotox,KB-3-1 cytotox
O=C(CN(C(=O)CNC(=O)c1ccco1)c1ccc2c(c1)OCCO2)NC1CCCC1,-1,-2%,8%,-1%,-3%,-8,-21,-23%,-11%
Cc1ccc(C)c(NS(=O)(=O)c2ccc(NC(=O)c3ccco3)cc2)c1,7,0%,6%,-10%,-1%,23,-15,-2%,-7%
O=C(NCCOc1nc(N2CCCCC2)nc(N2CCOCC2)n1)Nc1ccccc1,14,2%,27%,4%,-1%,10,?,3%,1%
CCOc1ccc(OCC)c(S(=O)(=O)NCc2cccnc2)c1,-3,-2%,5%,-1%,15%,-27,-20,-3%,-22%
CCOCc1nnc(NC(=O)c2cccc(OC)c2)s1,-3,-25%,-1%,-1%,-1%,-13,27,0%,0%
CN(C)S(=O)(=O)c1cccc(NC(=S)NNC(=O)c2cc3ccccc3cc2O)c1,11,-3%,-1%,?,?,4,95,13%,-2%
Cc1ccc(NC(=O)c2ccccn2)cc1S(=O)(=O)N1CCOCC1,-19,0%,7%,-6%,-9%,-24,-12,-3%,-11%
CC(NC(=O)c1cc2ccccc2o1)C(=O)O (stereo not drawn),0,-2%,-17%,25%,17%,0,0,?,2%
CCN(C(=O)c1ccco1)c1nc(CC(=O)Nc2ccc(Cl)cc2)cs1,-15,12µM*,5%,-26%,-29%,4,-10,16µM*,-4%
COc1ccc(CC(=O)NC2CC(C)(C)NC(C)(C)C2)cc1,1,-5%,-11%,1%,8%,26,0,10%,2%
CC1(C(=O)O)CCN1C(=O)c1cccc(C(F)(F)F)c1 (stereo not drawn),3,/,-2%,11%,2%,48,11,4%,0%
Cc1ccnc2nc(C(=O)N3CCN(c4ccc(F)cc4)CC3)nn12,2,3%,-1%,1%,6%,-18,35,17%,?

(more compounds)
SMILES,D3 ag,SW480 rerep,GLP1R ag,HT1080 IDH1KD tx,HT1080-NT tox,DRD3 antagonist,IL1B secr inh,KB-V1 cytotox,KB-3-1 cytotox
COc1ccc2cc3cc(C(=O)NCc4ccccc4OC)oc3nc2c1,-12,/,0%,/,/,/,/,?,8%
COc1ccc(NC(=O)CCN2CCN(S(=O)(=O)c3ccc(Cl)cc3)CC2)cc1,5,-18%,-2%,-2%,-14%,11,17,?,-2%
O=c1c(Cc2ccc(Cl)cc2)c(O)ccn1Cc1cccs1,-6,13%,15%,-17%,-10%,-3,-5,10%,5%
O=C(c1cn2ccccc2n1)N1CCc2c([nH]c3ccccc23)C1c1ccccn1 (stereo not drawn),7,?,10%,-7%,-8%,-2,-15,-24%,-1%
CCc1nnc(NC(=O)CSc2nncc(=O)n2N)s1,3,?,-1%,4%,-5%,21,65,?,0%
COc1ccccc1N1CCN(S(=O)(=O)c2ccc3c(c2)NC(=O)CS3)CC1,-16,-37%[inhibitor],-2%,-1%,?,-17,-4,0%,?
CCn1c(/C=N/n2cnnc2)nc2ccccc21,-8,-2%,-3%,-3%[9.24 µM],-7%,-14,36,5%,13%
Cc1ccc(S(=O)(=O)NCc2ccc(C(=O)NC3CCC(O)CC3)cc2)cc1C (stereo not drawn),2,12%,0%,3%,-1%[9.24 µM],7,-4,-6%,11%
N=c1sccn1CC(=O)Nc1ccccc1Cc1ccccc1,-11,-1%,14%,7%,-5%,-11,-51*,?,13%
CN(Cc1ccccc1F)C(=O)c1ccc(Oc2ccccc2)cc1,0,-13%,6%,1%,1%,-7,-6,-5%,5%
CC(=O)Oc1ccc(Cn2c(C)c(C(=O)NCc3ccc4c(c3)OCCO4)sc2=O)cc1,5,/,-2%,-16%,-17%,33,19,?,-5%
Cn1nc(C(F)(F)F)c(C(=O)Nc2cccc(Cl)c2)c1Cl,-6,-2%,6%,-5%,-4%,-17,12,-23%,-6%

(cont.)
SMILES,D3 ag,SW480 rerep,GLP1R ag,HT1080 IDH1KD tx,HT1080-NT tox,DRD3 antagonist,IL1B secr inh,KB-V1 cytotox,KB-3-1 cytotox
CN(Cc1cnn(C)c1)C(=O)c1ccc(OC2CCN(CCc3ccccc3)CC2)cc1,-12,?,-5%,1%,0%,-25,?,-15%,-13%
Cc1cc(-c2nn(-c3ccccc3F)cc2CN(C)CC(O)CO)c(C)s1 (stereo not drawn),-4,10%,-1%,-5%,3%,-7,-10,0%,-18%
Cn1c(N/N=C/c2cccs2)nc2c1c(=O)n(Cc1ccccc1)c(=O)n2C,-2,44%,2%,1%,1%,19,19,?,?
CCCc1nnc(NC(=O)C2CCN(C(=O)c3ccco3)CC2)s1,-2,-2%,11%,2%,7%,1,13,?,1%
COC(=O)c1ccccc1C(=O)N1CCCC(C(=O)c2ccc(OC)c(OC)c2)C1 (stereo not drawn),5,-16%,10%,10%,6%,-1,9,-4%,-2%
O=C(Nc1ccc(N2CCOCC2)cc1)c1ccc2c(c1)OCO2,3,2%,4%,?,?,2,-9,-17%,-15%
O=C(NNC1=C(C(=O)C(F)(F)F)CCC1)c1cccc(O)c1,4,?,1%,18µM*,?,32,20,-3%,?
CCOc1ccc(CCNC(=O)COC(=O)CSc2ccc(C)cc2)cc1OCC,18,-3%,5%,2%,2%,2,12,-1%,15%
Cc1cc2nc(-c3ccc(SCc4ccc(C(=O)O)cc4)nc3)[nH]c2cc1C,-7,?,4%,?,?,-1,71,16%,?
O=C(NCC1CCCO1)C(c1ccc(F)cc1)N(CC1CCCO1)C(=O)c1ccc(-c2ccccc2)[nH]1 (stereo not drawn),7,-1%,4%,8%,16%,6,-8,-4%,14%
CC1(C)CC(=O)C(N=Nc2ccc(Cl)cc2)=C(O)C1,0,-8%,3%,-3%,1%,-15,5,-1%,-1%
Cc1cc[n+](-c2nc3ccccc3nc2[N-]S(=O)(=O)c2cccs2)cc1C,-1,0%,3%,10%,10%,-16,0,0%,19%

Overlap with the part before: two compounds, then new ones.
SMILES,D3 ag,SW480 rerep,GLP1R ag,HT1080 IDH1KD tx,HT1080-NT tox,DRD3 antagonist,IL1B secr inh,KB-V1 cytotox,KB-3-1 cytotox
CC1(C)CC(=O)C(N=Nc2ccc(Cl)cc2)=C(O)C1,0,-8%,3%,-3%,1%,-15,5,-1%,-1%
Cc1cc[n+](-c2nc3ccccc3nc2[N-]S(=O)(=O)c2cccs2)cc1C,-1,0%,3%,10%,10%,-16,0,0%,19%
COc1ccc(CN2CCCC(C(=O)Nc3cccc(-n4cccn4)c3)C2)cc1 (stereo not drawn),-13,7%,1%,?,-12%,-27,?,0%,0%
Cc1ccc(C)c(OCCCCCn2ccnc2)c1,-7,-5%,25%,?,?,6,-11,?,-11%
COc1ccc(CCNC(=O)c2ccc(F)c(S(=O)(=O)N3CCCCC3)c2)cc1,1,/,-4%,-21%,-15%,-2,22,0%,-3%
NC(=O)COC(=O)c1cc(S(=O)(=O)N2CCOCC2)ccc1N1CCCCC1,0,3%,-15%,-1%,-13%,-20,11,-16%,-14%
C/C(=N\NC(=O)Cn1c(-c2ccccn2)nc2ccccc21)c1ccccc1,-11,-2%,0%,15%,20%,?,-28,?,0%
N#Cc1nc(-c2ccc([N+](=O)[O-])cc2)oc1N1CCCCC1,4,24%,3%,6%,2%,13,10,0%,3%
Cn1nccc1C(=O)NC1CCCc2c1cnn2-c1ccc(F)cc1F (stereo not drawn),19,0%,0%,0.92µM*,?,13,-16,?,?
CN(CC(O)COCc1ccc2c(c1)OCO2)C1CCCCC1 (stereo not drawn),-8,-1%,-3%,0%,-3%,-14,-22,12%,-12%
Nc1nonc1C(=O)NCCNCc1cc(Br)ccc1OCc1ccc(F)cc1,-8,-1%,9%,-22%,-8%,-26,-65*,?,11µM*
CC(C)Oc1ccc(S(=O)(=O)N2CCCCC2)cc1NC(=O)CC1OC(=O)c2ccccc21 (stereo not drawn),1,-113%[inhibitor],13%,5%,3%,5,-8,-4%,6%
Cc1ccccc1NS(=O)(=O)c1cc2c3c(c1)CC(=O)N3CCC2,-3,-5%,13%,1%,-15%,25,1,7%,0%
Clc1ccc(-c2nc(N3CCCCC3)nc3ccccc23)cc1,-4,13µM*,7%,-1%,-21%,-4,?,-1%,2%

(list continues)
SMILES,D3 ag,SW480 rerep,GLP1R ag,HT1080 IDH1KD tx,HT1080-NT tox,DRD3 antagonist,IL1B secr inh,KB-V1 cytotox,KB-3-1 cytotox
COc1cc(C2C3C(=O)N(c4ccccc4)C(=O)C3ON2c2ccccc2)ccc1O (stereo not drawn),-1,-2%,-5%,0%,-2%,0,6,17%,-3%
CN(C(=O)c1ccc(NC(=O)C2CCCN(C(=O)OC(C)(C)C)C2)cc1)C1CC1 (stereo not drawn),3,-2%,4%,5%,8%,10,8,0%,4%
O=C(Nc1ccc2c(c1)OCCO2)c1ccc(Cl)cc1Cl,2,-1%,-6%,4%,11%,6,-4,3%,-7%
COc1ccc(S(=O)(=O)N2CCC(C(=O)N[C@@H](C)C(=O)N3CCCC3)CC2)cc1,9,/,1%,11%,5%,13,6,2%,2%
COc1cc(/C=C(/C#N)C(=O)NCc2ccccc2)cc(OC)c1OC,-5,0%,7%,-10%,-1%,-13,-1,0%,2%
COc1cc(CNC(=O)CCCCCCC(C)C)ccc1O,18,-57%[inhibitor],17%,-16%,1%,30,2,11%,0%
Cc1noc(C)c1CSCC(=O)N(C)CC(=O)Nc1ccccc1Br,-8,-3%,-8%,2%,-2%,-9,16,?,0%
CCOC(=O)[C@H]1[C@H]2COc3ccc(C)cc3[C@@H]2N2C(=O)[C@@H](C)NC(=O)[C@@]12C,0,4%,1%,-1%,-6%,5,16,-15%,24%
CC(NC(=O)CNC(=O)c1sc2ccccc2c1Cl)c1ccc(S(N)(=O)=O)cc1 (stereo not drawn),3,-2%,6%,11%,2%,4,-21,?,-3%

Compounds were not picked by outcome, and some 12% of all compounds hit somewhere here.
